Compound activity as filed in PubChem BioAssay.
Tb PFK block = blocks T. brucei phosphofructokinase; T. brucei PFK, ADP-Glo luminescence; Potency, µM (series often up to 57.5 µM), for inactives: at the highest dose activity, negative = inhibition, actives largely listed as inhibitors; hit rate 0.17% among 330,000; AID 485367;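 also: potency is read from the fitted curve at half-maximal effect; 0% = uninhibited 1x PFK enzyme wells and -100% = no-enzyme wells; nearly all actives have a fitted effect of over 60% in size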
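Activity is normalized to no-enzyme wells (full inhibition) and 1.25 nM enzyme wells (no inhibition). Reaction: 0.5 mM F6P, 0.1 mM ATP, 45 min RT, ADP-Glo luminescence; concentration-response curves fitted and classed by quality.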
PTAP TSG101 blk = blocks PTAP/TSG101 interaction to inhibit HIV-1 budding; Q99816; Fluorescence polarization, FITC-PTAP peptide / Tsg101 binding; Potency, µM (series often up to 115 µM), for inactives: top-dose activity change, negative = inhibition, usual class: inhibitors; 340,000 tested, under 10 active; AID 493005; active = well fitted inhibition curve with a large enough effect in the main read-out, with a control signal flat, not every such curve was filed as active; inconclusive = small, poorly fitted or top-dose-only effect, or effect the other way, or a change in a side signal; inactive = no such curve, though single readings can be large or run the other way; also: potency is read from the fitted curve at half-maximal effect; % of control where 0% means no effect
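FP read-out: FITC-PTAP peptide, 50 nM final, binding Tsg101 binding domain, 10 uM final; 20 min, r.t.; 10 mM HEPES pH 7.5, 0.15 M NaCl, 0.01% Tween 20, 3 mM EDTA, 0.1 mM TCEP.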
uPA generation = cell surface uPA generation inhibition; cell surface uPA generation assay, qHTS; Potency, µM (top dose mostly 38.3 µM), without a hit: at the highest dose activity change, negative = inhibition, usual class: inhibitors; hit rate 0.31% among 330,000; AID 540303; active = well fitted inhibition curve with a large enough effect; inconclusive = small, poorly fitted or top-dose-only effect; inactive = no such curve, though single readings can be large or run the other way; tested in mouse RAW 264.7 cells; also: potency is read from the fitted curve at half-maximal effect; % is scaled to controls: 0 for no effect and ±100 for the full control effect; nearly all actives have a fitted effect of over 55% in size
BCR signal inh = blocks chronic active B-cell receptor signaling | ABC-DLBCL IkBa-CBG/CBR reporter, luminescence ratio, 4 h | Potency, µM (titrated, usually from 46.1 µM), inactives show at the highest dose ratio change, negative = lower green/red ratio, hits mostly inhibitors | hit rate 0.05% among 340,000; active = well fitted inhibition curve with a large enough effect in the signal ratio, with a control signal flat, not every such curve was filed as active; inconclusive = small, poorly fitted or top-dose-only effect, or effect the other way, or a change in a side signal; the % refers to the signal ratio;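 also: potency is read from the fitted curve at half-maximal effect; plate controls were basal doxycycline-induced cells for no effect and cells given 10 µM MG132 for full effect; MG132 reads +100%, hits lower the ratio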
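TMD8 ABC-DLBCL cells carrying doxycycline-inducible green luciferase fused to IkappaBalpha plus unfused red luciferase were exposed to compounds (up to 46 uM) for 4 hrs at 37C. Activity came from the overlap-corrected green/red luminescence ratio.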
Mito fusion act = inhibitors of mitochondrial division or activators of mitochondrial fusion; Potency, µM (series often up to 46.1 µM), for the others: top-dose growth rescue (activation), hits mostly activators; AID 485298; S. cerevisiae fusion-defective mutant growth rescue, CellTiterGlo 48 h; hit rate 0.23% among 320,000;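 also: potency is read from the fitted curve at half-maximal effect; % of control where 0% means no effect; nearly all actives have a fitted effect of over 45% in size; temperature-sensitive fusion mutants such as fzo1-1 at 37 °C on non-fermentable ethanol glycerol medium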
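Luminescent cell viability in 1536-well qHTS format served as the measure of rescued growth in ts fusion-mutant S. cerevisiae cultured on non-fermentable YPEG for 48 hours at 37C.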
TSHR antagonist = antagonists of human thyroid stimulating hormone receptor. P16473. TSHR-expressing cells, TSH-stimulated cAMP HTRF, 2 h; stronger effect = lower value. activity change, negative = inhibition, % at 11.5 µM. hit rate 0.2% among 330,000. AID 504810;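 active = activity change below a set negative limit, meaning inhibition stronger than a set level, cut at about -70% in these data; inconclusive = activity change between two set negative limits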; also: % is scaled to controls: 0 for no effect and ±100 for the full control effect
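TSHR-expressing cells, 200/well, pre-treated with compound, then stimulated with EC80 TSH (4nM final) for 2 hours at 37 deg C. cAMP measured by competitive HTRF: anti-cAMP cryptate antibody in lysis buffer plus cAMP-d2, read after 30 minutes at room temperature.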
Eya2 inh = inhibitors of human Eya2 phosphatase activity; O00167; recombinant Eya2, OMFP fluorescence dephosphorylation (OMFP is methylfluorescein phosphate); Potency, µM (top dose mostly 76.9 µM), without a hit: top-dose activity, negative = inhibition, most hits filed as inhibitors; hit rate 0.006% among 330,000; also: potency is read from the fitted curve at half-maximal effect; % is scaled to controls: 0 for no effect and ±100 for the full control effect
Target sequence (O00167 whole entry, looked up): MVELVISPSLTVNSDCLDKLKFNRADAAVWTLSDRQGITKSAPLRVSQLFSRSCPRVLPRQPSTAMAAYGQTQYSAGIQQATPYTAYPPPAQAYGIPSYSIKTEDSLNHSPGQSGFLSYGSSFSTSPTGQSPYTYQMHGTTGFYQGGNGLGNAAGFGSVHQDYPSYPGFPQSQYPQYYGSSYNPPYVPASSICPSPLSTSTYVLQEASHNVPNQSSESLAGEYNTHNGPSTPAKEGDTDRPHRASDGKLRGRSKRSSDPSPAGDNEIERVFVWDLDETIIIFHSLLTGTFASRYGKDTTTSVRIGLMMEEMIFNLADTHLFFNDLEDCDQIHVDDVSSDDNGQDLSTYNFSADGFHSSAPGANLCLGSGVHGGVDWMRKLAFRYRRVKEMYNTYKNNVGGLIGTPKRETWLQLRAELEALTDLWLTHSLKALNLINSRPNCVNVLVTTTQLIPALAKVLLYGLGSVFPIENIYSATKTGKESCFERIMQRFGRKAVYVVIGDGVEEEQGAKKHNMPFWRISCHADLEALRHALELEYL
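Eya2 (0.2 uM) preincubated 10 min at ambient with compound, then OMFP substrate added at 50 uM; 10 min reaction in 50 mM HEPES pH 7.5, 50 mM NaCl, 5 uM MgCl2, 0.05% BSA, 1 mM DTT. Fluorescence read at Ex 485/Em 525 nm.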
USP2a inh = USP2a (human) protease inhibition; USP2 core, Ub-CHOP2 coupled fluorogenic reporter, 485/531; Potency, µM (doses to about 38.3 µM), for inactives: at the highest dose activity change, negative = inhibition, actives largely listed as inhibitors; O75604; hit rate 0.01% among 330,000;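 also: potency is read from the fitted curve at half-maximal effect; plate controls were DMSO wells for no effect and full inhibition by NEM control for full effect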
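Deubiquitinase activity read as fluorescence (485/531 nm) after Ub-CHOP2 cleavage activates the enterokinase reporter on its substrate; USP2 core 10nM, Ub-CHOP2 and substrate 25nM each, 30min compound preincubation then 60min RT; data normalized to NEM, curves fitted.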
B2AR arrestin = agonists driving beta-arrestin recruitment to human beta2-adrenergic receptor | P07550 | beta-arrestin recruitment to beta2AR, cell-based reporter | Potency, µM (highest dose often 46.1 µM), inactives show at the highest dose activation, actives largely listed as activators | hit rate 0.02% among 330,000;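 also: potency is read from the fitted curve at half-maximal effect; 0% = DMSO controls and full agonism = EC100 isoproterenol or metaproterenol; nearly all actives have a fitted effect of over 65% in size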
Target sequence (P07550 whole entry, looked up): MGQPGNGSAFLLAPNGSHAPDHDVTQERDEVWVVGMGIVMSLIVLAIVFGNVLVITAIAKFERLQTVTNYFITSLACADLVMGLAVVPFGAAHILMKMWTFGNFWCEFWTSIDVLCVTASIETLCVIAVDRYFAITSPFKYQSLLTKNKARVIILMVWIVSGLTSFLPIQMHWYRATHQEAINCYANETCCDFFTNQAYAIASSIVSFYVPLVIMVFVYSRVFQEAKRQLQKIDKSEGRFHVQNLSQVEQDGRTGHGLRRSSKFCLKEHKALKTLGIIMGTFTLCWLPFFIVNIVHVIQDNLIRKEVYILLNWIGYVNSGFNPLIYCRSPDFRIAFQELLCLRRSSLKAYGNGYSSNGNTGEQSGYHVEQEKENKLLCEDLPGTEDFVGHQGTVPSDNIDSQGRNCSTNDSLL
ELG1 DNA repair = blocks ELG1-dependent DNA repair in HEK293T cells; HEK293T ELG1-luciferase reporter, luminescence, 16 h; DNA damage induced by 5-fluorouridine; Potency, µM (doses to about 46.1 µM), without a hit: top-dose activity change, negative = inhibition, hits mostly inhibitors; hit rate 2.3% among 330,000; also: potency is read from the fitted curve at half-maximal effect; % is scaled to controls: 0 for no effect and ±100 for the full control effect; nearly all actives have a fitted effect of over 55% in size
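Overnight (16 hr) co-exposure of 2,000 cells/well to 5-fluorouridine and compound at 37 °C preceded detection. Luciferase was quantified via ONE-Glo luminescence; loss of signal denotes inhibition.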
TCR activator = T cell receptor activation | primary human leukocytes, anti-CD3, IL-2 HTRF, 48 h | Potency, µM (highest dose often 9.22 µM), for the others: top-dose activation of IL-2 secretion, usual class: activators | 330,000 tested, under 10 active; also: % of control where 0% means no effect
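Compounds are tested in HTS on primary human leukocytes co-incubated with a-CD3 beads for 48 hr. IL-2 output is measured by time-resolved FRET.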
Active calls of the source: *; ? = inconclusive; · = not tested or not shown; [ ] = dose if it differs, or a comment. Unless noted, calls follow the shape of the dose curve; as a rule, active = well fitted curve in the direction sought with a large enough effect; inconclusive = small, poorly fitted or top-dose-only effect, or another doubt; inactive = no such curve, though single readings can be large; an effect the other way counts as inactive or inconclusive.

SMILES | Tb PFK block | PTAP TSG101 blk | uPA generation | BCR signal inh | Mito fusion act | TSHR antagonist | Eya2 inh | USP2a inh | B2AR arrestin | ELG1 DNA repair | TCR activator
NC(=O)COC(=O)c1ccc(NS(=O)(=O)c2ccc3c(c2)OCCO3)cc1 | 6% | -2% | 4% | 3% | -2% | -3 | 0% | -13% | -0.4% | -5% | -4%
Cc1ccc(-c2nnn(CC(=O)N(c3ccccc3)C(C(=O)NCC3CCCO3)c3ccc(Cl)cc3)n2)cc1 (stereo unspecified) | 0% | -7% | 0% | 15% | 5% | 30 | -26% | 0% | -0.4% | 7% | 2%
Cc1ccc(S(=O)(=O)NCCC(=O)N2CCN(c3cccc(Cl)c3)CC2)cc1C | ? | · | -10% | -1% | ? | -9 | -13% | 1% | -0.4% | ? | 4%
COc1ccc(N2C(=O)C(CN3CCCCC3)C2c2ccccc2)cc1 (stereo unspecified) | -4% | -2% | -7% | 3% | -4% | 21 | 4% | 0% | -1.7% | -2% | 2%
CN(CCC#N)C(=O)CC(Cc1ccccc1)C1CCOC(C)(C)C1 (stereo unspecified) | -8% | -5% | -1% | 6% | -5% | 18 | -10% | 1% | -0.5% | ? | -8%
Cc1ccc(S(=O)(=O)N2CCN(c3c([N+](=O)[O-])cc(C(F)(F)F)cc3[N+](=O)[O-])CC2)cc1 | -4% | -2% | 5% | 5% | 27% | 5 | 2% | 5% | -0.8% | 1% | -2%[46.1 µM]
O=C1[C@@H]2Cc3c([nH]c4ccccc34)C(c3ccc(Cl)cc3)N2C(=O)CN1CCO (stereo partly specified) | 2% | -8% | -18% | -5% | -4% | -7 | 11% | -2% | -0.8% | -10% | 2%
O=C(CN1CCC(Cc2ccccc2)CC1)Nc1ccc2c(c1)OCCO2 | 2% | 1% | -1% | ? | -2% | 4 | -29% | 3% | 0.4% | -15% | 3%
C=C(C)c1cccc(C(C)(C)NC(=O)N2CCN(c3ccccn3)CC2)c1 | 1% | -6% | 8% | 23% | 4% | -12 | -12% | 5% | -0.6% | -15% | 2%
Cc1cc(C)n2nc(SCC(=O)NC3CCCCC3)nc2n1 | -1% | -2% | -11% | 0% | 0% | -6 | 10% | -2% | -0.8% | 19% | -19%
COc1ccc(C(=O)NC(=S)N(C)C2CCCCC2)cc1 | -2% | -5% | -1% | 11% | -9% | -13 | 9% | 3% | -0.1% | ? | -16%
CC(=O)c1cccc(NC(=O)c2nc(-c3ccccc3)oc2C)c1 | -1% | 0% | 5% | ? | 15% | -9 | -2% | 0% | 0.4% | ? | 2%
CS(=O)(=O)N1CCCC(C(=O)NCc2ccc(F)cc2)C1 (stereo unspecified) | -2% | -5% | 11% | -10% | -2% | -7 | -37% | 1% | 0.0% | -1% | -5%
CCCn1c(N)c(NCCN2CCOCC2)c(=O)n(CC(=O)NCc2ccccc2)c1=O | 4% | -1% | 6% | 5% | -2% | 10 | 10% | -1% | 0.1% | 18% | 4%
Nc1ccn(CC(=O)N2CCN(c3ccccn3)CC2)c(=O)n1 | 2% | -4% | 5% | -5% | 4% | 6 | -3% | 0% | -0.4% | 12% | 11%
Cc1cccc(OCCCC(=O)N2CCCc3ccccc32)c1C | 4% | -9% | · | ? | ? | -11 | -13% | -3% | 0.0% | -13% | 4%
COc1cccc(CNC(=O)CCn2c(=O)c3cccn3c3cccnc32)c1 | 0% | -8% | 7% | -7% | -3% | -15 | ? | 4% | -0.8% | -4% | 4%
O=C(N/N=C/c1ccc(Br)s1)c1cccc([N+](=O)[O-])c1 | -18% | -1% | -1% | ? | -3% | -6 | -3% | -1% | -0.8% | -4% | 4%[46.1 µM]
Cc1noc(/C=C/N(C)C)c1S(=O)(=O)N(C)CC(=O)N1CCc2ccccc21 | 7% | -1% | -4% | 6% | -1% | 5 | 2% | 2% | -1.0% | 5% | -2%
CC1=CN(S(=O)(=O)c2ccc(C)cc2)C[C@@H]2c3ccccc3N(S(=O)(=O)c3ccc(C)cc3)[C@H]12 | 0% | 0% | 16% | 7% | · | 0 | 0% | 0% | 0.3% | 6% | -3%[46.1 µM]
Cc1nc(N2CCN(c3ccccn3)CC2)c2c(C)c(C(=O)Nc3ccc(F)cc3F)sc2n1 | -3% | -7% | 1% | 13% | -4% | -14 | 7% | -6% | 0.7% | 12µM* | -8%
CCN(CC)C(=O)Cn1c(=O)n(CCC(=O)Nc2ccc(F)cc2)c(=O)c2sccc21 | 2% | -1% | 2% | ? | -3% | -1 | 2% | 0% | -0.1% | 13% | -6%
Cc1ccccc1OCC(=O)OCC(=O)c1cc(C)n(C2CC2)c1C | -17% | -3% | 18% | -6% | -2% | -5 | -14% | 2% | -0.6% | 4% | 2%
Cc1nn(-c2ccc(N3CCCCC3)nn2)c(C)c1CCC(=O)Nc1ccc(F)cc1 | 3% | -4% | -1% | 2% | -7% | -10 | 2% | 3% | -1.0% | 2% | 2%
Brc1ccc(-c2ccc(C3Nc4cccc5cccc(c45)N3)o2)cc1 | -1% | · | · | 1% | 1% | -1 | 4% | -1% | 6.1% | 14% | ·

More entries
SMILES | Tb PFK block | PTAP TSG101 blk | uPA generation | BCR signal inh | Mito fusion act | TSHR antagonist | Eya2 inh | USP2a inh | B2AR arrestin | ELG1 DNA repair | TCR activator
CCOC(=O)C1=C(N)OC2=C(C(=O)CC(C)(C)C2)C1c1cccnc1 (stereo unspecified) | 3% | -4% | 0% | -1% | 3% | -4 | 2% | -1% | -0.3% | 20% | 0%
CCN1C(=O)c2cccc3c(NC(=O)c4ccccc4)ccc1c23 | -4% | 8% | -7% | ? | 2% | -22 | 3% | 0% | -0.9% | ? | 3%[46.1 µM]
Cc1ccc(S(=O)(=O)N2CCCC(C(=O)NCCc3ccccc3)C2)cc1 (stereo unspecified) | -1% | -12% | 2% | 4% | 12% | -6 | ? | -1% | 0.0% | -4% | 2%
O=C(NCc1ccco1)C1CCN(C(=O)Cc2ccccc2)CC1 | -4% | -2% | -1% | ? | -3% | -4 | -5% | 1% | -0.9% | 7% | -1%
CCNc1ccc(C(=O)OCC(=O)N(Cc2ccccc2)C(C)(C)C)cc1[N+](=O)[O-] | -4% | -7% | 1% | -5% | 8% | -3 | -2% | 1% | -0.1% | 13% | 4%[46.1 µM]
Clc1nc(-c2ccccc2)c2ccccc2n1 | -4% | -3% | -4% | 3% | -3% | -1 | 4% | 0% | 0.1% | 9% | 15%
CCOC(=O)c1ccc(NC(=O)CSc2nnc(CCc3ccc(C)o3)n2-c2ccccc2)cc1 | -4% | 2% | -4% | 10% | -3% | 21 | -15% | 0% | 0.5% | -7% | -1%
COc1ccc(CC(=O)NCc2cccs2)cc1 | 1% | -8% | -7% | -9% | -3% | -9 | -30% | -1% | -0.2% | 8% | -2%
C[C@H](CO)N1C[C@H](C)[C@@H](CN(C)C(=O)NC2CCCCC2)Oc2c(NC(=O)CCC(F)(F)F)cccc2C1=O | -9% | -5% | 10% | 0% | · | 0 | -25% | -1% | 0.3% | -6% | 6%
NNC(=O)CC(=O)NC1(Cc2ccc(O)cc2)CCCCC1 | -8% | 0% | 1% | ? | -7% | 8 | -13% | -1% | -0.7% | 4% | -4%
Brc1ccc(-c2ccc(CNCc3ccccn3)o2)cc1 | 2% | -2% | -15% | ? | -13% | -4 | 5% | 0% | -0.7% | 28% | -8%
O=C(COC(=O)Cc1cccc(C(F)(F)F)c1)Nc1ccc2c(c1)OCCO2 | -2% | -3% | 14% | -1% | -1% | -2 | 5% | 2% | 0.0% | 7% | -2%[46.1 µM]
O=C(NCc1ccc(Cl)cc1)[C@@H]1CCCN1S(=O)(=O)c1ccc(Cl)cc1 | 2% | 1% | -2% | 0% | · | -15 | -7% | 0% | -1.0% | -16% | 1%
Cc1ccc(NC(=O)CSc2sc3c(O)cc(=O)[nH]c3c2C#N)c(F)c1 | -2% | -2% | -5% | 2% | -2% | 21 | 6% | 1% | 0.0% | 4% | 0%
O=C(O)CC(NC(=O)C(c1ccccc1)c1ccccc1)c1ccc(F)cc1 (stereo unspecified) | -4% | -6% | 3% | 5% | 3% | 2 | -16% | 3% | -0.2% | -6% | 6%
